Source: PubChem (National Center for Advancing Translational Sciences (NCATS))
Tau ThT inhib: inhibitors of human tau fibril formation, thioflavin T binding | P10636 | recombinant tau K18 P301L, heparin-induced fibrillization, ThT fluorescence | Potency, µM (top dose mostly 57.4 µM), for the others: at the top dose activity, negative = inhibition, usual class: inhibitors | 270,000 tested, 2.1% active; also: % is scaled to controls: 0 for no effect and ±100 for the full control effect; nearly all actives have a fitted effect of over 55% in size
Target sequence (P10636 561-689 P618L limits assumed): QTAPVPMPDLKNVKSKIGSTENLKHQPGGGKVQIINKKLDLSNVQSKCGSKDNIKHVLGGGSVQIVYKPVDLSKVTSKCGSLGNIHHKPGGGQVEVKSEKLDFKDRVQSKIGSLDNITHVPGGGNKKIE
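Heparin-induced (20 uM) aggregation of recombinant human K18 P301L tau, 15 uM unlabeled with 0.24 uM labeled, pH 7 acetate buffer, 6 hr at 37 C with compound. Fibrils quantified by 30 uM ThT fluorescence after 1 hr ambient incubation.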
SMN2 splice up: enhancers of SMN2 splice variant expression; Potency, µM (series often up to 46.1 µM), without a hit: at the top dose activity change, positive = activation, most hits filed as activators; AID 1458; 210,000 tested, 2.8% active; HEK293 SMN2-luciferase splicing reporter, luminescence, 30-36 h; also: % of control where 0% means no effect; nearly all actives have a fitted effect of over 55% in size
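HEK293 cells carry an SMN2 […]–luciferase reporter in which exon 7 inclusion puts luciferase in frame. Cells were plated 10-12 h before compound addition, then incubated 30-36 h at 37C. ONE-Glo luminescence was read; sodium butyrate at 4.5 mM final served as control.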
Tau fibril FP: inhibitors of human tau fibril formation | 280,000 tested, 0.39% active | P10636 | Potency, µM (top dose mostly 57.7 µM), without a hit: top-dose activity, negative = inhibition, hits mostly inhibitors | K18 P301L tau heparin fibrillization, Alexa594 FP, 6 h | AID 1468; also: % is scaled to controls: 0 for no effect and ±100 for the full control effect; nearly all actives have a fitted effect of over 55% in size
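Heparin (20 uM) drove fibril formation of recombinant tau K18 P301L, 15 uM unlabeled with 0.24 uM Alexa 594 label, for 6 hr at 37 C in 100 mM sodium acetate pH 7. Fluorescence polarization (555/632 nm) read 1 hr after 30 uM ThT.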
KDM4E inh: blocks human JMJD2E demethylase activity; Potency, µM (top dose mostly 57.1 µM), for the others: at the top dose activity change, negative = inhibition, most hits filed as inhibitors; 230,000 tested, 1.6% active; JMJD2E catalytic domain, FDH-coupled NADH fluorescence (FDH is formaldehyde dehydrogenase); B2RXH2; AID 2147; active = well fitted inhibition curve with a large enough effect, not every such curve was filed as active; inconclusive = small, poorly fitted or top-dose-only effect, or another doubt; inactive = no such curve, though single readings can be large or run the other way;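 also: 0% = wells with enzyme and -100% = buffer wells without enzyme; nearly all actives have a fitted effect of over 50% in size; many of its hits are not listed in these tables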
Target sequence (B2RXH2 1-337 limits assumed): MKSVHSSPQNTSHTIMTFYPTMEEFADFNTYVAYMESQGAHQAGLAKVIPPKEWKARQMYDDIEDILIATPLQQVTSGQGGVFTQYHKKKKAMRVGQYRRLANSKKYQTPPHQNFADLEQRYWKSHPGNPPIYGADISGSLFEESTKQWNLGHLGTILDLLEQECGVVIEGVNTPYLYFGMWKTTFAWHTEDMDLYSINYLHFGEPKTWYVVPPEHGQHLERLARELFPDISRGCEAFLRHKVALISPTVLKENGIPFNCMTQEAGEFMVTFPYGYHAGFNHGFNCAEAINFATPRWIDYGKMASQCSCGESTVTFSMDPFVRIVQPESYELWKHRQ
HttQ103 aggreg: inhibitors of mutant huntingtin aggregate formation in PC12 cells; PC12 HttQ103-GFP aggregates, Acumen cytometry, 40 h; Potency, µM (titrated, usually from 46.1 µM), inactives show at the top dose activity change, negative = inhibition, actives largely listed as inhibitors; 220,000 tested, 1.1% active; also: % is scaled to controls: 0 for no effect and ±100 for the full control effect; nearly all actives have a fitted effect of over 60% in size
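Read-out: GFP aggregate count by laser scanning cytometer (488 nm excitation, 500-530 nm emission, 1–25 µm objects >6 SD above background). Cells: PC12, inducible HTTex1-Q103-GFP, 100 nM tebufenozide; compounds titrated.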
Tau fluor cs: counter-screen for tau fibril formation inhibitors; tau K18 P301L Alexa594 fluorescence, heparin fibrillization; Potency, µM (titrated, usually from 57.7 µM), inactives show at the top dose activity change, negative = decrease; 280,000 tested, 0.93% active; AID 1463; also: % is scaled to controls: 0 for no effect and ±100 for the full control effect; nearly all actives have a fitted effect of over 55% in size
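Human tau K18 P301L (15 uM unlabeled, 0.24 uM Alexa 594-labeled) in 100 mM sodium acetate pH 7 with 20 uM heparin, 6 hr at 37 C. ThT 30 uM added, 1 hr ambient; Alexa 594 FP and total fluorescence read at 555/632 nm.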
ALDH1A1 inh: ALDH1A1 (human) enzyme inhibition; P00352; Purified ALDH1A1, NADH fluorescence, propionaldehyde substrate; Potency, µM (doses to about 75.3 µM), for the others: top-dose activity, negative = inhibition, most hits filed as inhibitors; 220,000 tested, 7.3% active; AID 1030; active = well fitted inhibition curve with a large enough effect, not every such curve was filed as active; inconclusive = small, poorly fitted or top-dose-only effect, or another doubt; inactive = no such curve, though single readings can be large or run the other way;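 also: plate controls were no enzyme wells and a reference inhibitor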
Target sequence (P00352 whole entry, looked up): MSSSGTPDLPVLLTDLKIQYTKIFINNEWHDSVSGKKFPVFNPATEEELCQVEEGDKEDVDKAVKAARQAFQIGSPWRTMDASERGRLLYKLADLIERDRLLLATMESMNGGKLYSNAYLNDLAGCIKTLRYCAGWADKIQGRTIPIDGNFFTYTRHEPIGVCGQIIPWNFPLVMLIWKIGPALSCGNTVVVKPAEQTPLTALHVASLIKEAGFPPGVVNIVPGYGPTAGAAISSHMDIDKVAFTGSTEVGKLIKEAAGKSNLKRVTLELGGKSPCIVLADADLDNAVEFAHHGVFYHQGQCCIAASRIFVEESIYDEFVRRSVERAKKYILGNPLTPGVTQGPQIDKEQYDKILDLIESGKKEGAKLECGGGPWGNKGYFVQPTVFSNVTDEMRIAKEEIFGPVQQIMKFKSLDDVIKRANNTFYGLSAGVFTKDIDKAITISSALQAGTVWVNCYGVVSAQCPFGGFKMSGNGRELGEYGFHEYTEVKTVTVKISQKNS
HTT ATP protect: protects HTT-Q103 PC12 cells, measured by ATP; PC12 HTT-Q103 induced, cytoprotection, ATP luminescence, 40 h; Potency, µM (series often up to 56.4 µM), without a hit: cytoprotection (ATP increase), most hits filed as activators; 230,000 tested, 0.14% active;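 also: % of control where 0% means no effect; nearly all actives have a fitted effect of over 45% in size; toxic huntingtin expression switched on by the ecdysone agonist tebufenozide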
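Compounds added alongside 100 nM tebufenozide, which induces toxic Q103 huntingtin exon 1-GFP in stable PC12 cells; surviving cells quantified by luminescent ATP measurement. Medium: phenol red-free DMEM, 5% equine and 5% calf serum.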
Active calls of the source: *; u = inconclusive; x = no result given; & = joins results of further samples; [ ] = remark or other dose. Unless noted, calls follow the shape of the dose curve; as a rule, active = well fitted curve in the direction sought with a large enough effect; inconclusive = small, poorly fitted or top-dose-only effect, or another doubt; inactive = no such curve, though single readings can be large; an effect the other way counts as inactive or inconclusive. Potency is read from the fitted curve at half-maximal effect. Some of the compounds tested; count on the stated rates, not on these rows.

SMILES	Tau ThT inhib	SMN2 splice up	Tau fibril FP	KDM4E inh	HttQ103 aggreg	Tau fluor cs	ALDH1A1 inh	HTT ATP protect
Cc1ccc(-n2c(SCC(=O)NCc3ccco3)nc3c(sc4ccccc43)c2=O)cc1	-10%	7%	-5%	u	u	-12%	u	16%[10 µM]
C=CCOC(=O)N[C@@H](c1ccc(Br)cc1)C(C(C)=O)C(C)=O	-1%	8%	u	-4%	x	-2%	10%	0%
CC(=O)OCC(=O)[C@@]1(O)CCC2C3CCC4=CC(=O)CC[C@]4(C)C3C(O)C[C@]21C (stereo partly specified)	-2%	2%	9%	0%	x	0%	3%	-34%[inhibitor]
NC(=O)C1CCCN(Cc2ccc(Cl)cc2)C1 (stereo unspecified)	-6%	x	6%	-29%	1%	5%	-10%	7%
CCOC(=O)N1CCN(C(=O)CSc2nnc(-c3c[nH]c4ccccc34)n2CCOC)CC1	2%	7%	-1%	-5%	6%	-2%	1%	-4%[0.074 µM]
Cc1cccc(C2=N[C@@H](Cc3ccccc3)CO2)c1	-19%[126 µM]	x	0%[126 µM]	x	x	-20%[126 µM]	-11%[120 µM]	-14%[96.6 µM]
Cn1c(-c2cccc(OCc3ccccc3)c2)nc2c1c(=O)[nH]c(=O)n2Cc1ccccc1	-10%	-14%	6%	-14%	26%	0%	u	-10%
Clc1ccc(-c2nnc(-c3ccc(Br)o3)o2)c(Cl)c1	-16%	u	-8%	15%	-1%	-4%	5%	-21%
COc1ccc(N/C=C2/Sc3ccccc3NC2=O)cc1	u	13µM*	8%	-3%	u	-28%	4µM*	x
CC12CCC(c3c(C(=O)O)nn(-c4ccc(F)cc4)c31)C2(C)C (stereo unspecified)	-15%	u	-3%	5%	5%	-4%	0%	1%
Cc1ccc(S(=O)(=O)N2CCOCC2)cc1C(=O)c1nccn1C	3%	-10%	-4%	-9%	-2%	-4%	19µM*	-8%
Cc1ccc(NCc2nnc(SCC(=O)N3CCCc4ccccc43)o2)c(C)c1	-14%	0%	5%	4%	-6%	-12%	-10%	-11%
COC(=O)c1nn(-c2ccc3c(c2)OCO3)cc1O	-15%	u	6%	u	-12%	-4%	u	-9%
O=C(CCCCCNc1nc(=S)[nH]c2ccccc12)NCCC1=CCCCC1	2%	-10%	-7%	1%	14%	-1%	2%	-60%[inhibitor]
CCn1ccnc1CNCc1ccc(OCC(O)CN(C)Cc2ccccc2)cc1 (stereo unspecified)	-2%	x	-4%	12%	1%[9.22 µM]	1%	-1%	-14%[10 µM]
COC(=O)c1c(C)c2c(c(C)c1O)OC(=O)c1c(C)c(Cl)c(O)c(Cl)c1O2	-20%&-13%	-10%&-80%	-1%&-8%	8%&11%	x	-14%&-15%	8%	-154%[inhibitor]
COc1cccc(C2C(C#N)=C(N)Oc3cc(C)oc(=O)c32)c1OC (stereo unspecified)	4%	-9%	-3%	-1%	-14%	9%	u	-4%
Cc1occc1-c1nnc(SCC(=O)Nc2ccccc2)n1Cc1ccccc1	-6%	-7%	1%	2%	14%	-10%	-10%	-6%[10 µM]
O=C(Nc1ccc2c(c1)nc1n2CCN(Cc2ccccc2)C1)c1cccs1	u	8%	-5%	u	u	-29%	u	-37%
CCCCC(=O)NC(=S)Nc1ccc(NC(=O)C(C)C)c(OC)c1	-6%	2%	-1%	-8%	9%	-11%	-5%	-29%
CCCN1C(=O)S/C(=C\c2ccc(N3CCOCC3)cc2C)C1=O	u	4%	3%	2%	3%	-27%	1.6µM*	-5%
COc1ccc(N2CCN(C(=O)CSc3ccccc3N)CC2)cc1	u	x	4%	-6%	0%	-14%	25µM*	12%[10 µM]
OC1(c2ccccc2)CN(c2ccccc2)C2=[N+]1CCS2 (stereo unspecified)	u	-7%	3%	-8%	-13%	-9%	-6%	12%[10 µM]
CC1Cc2nc(SCC(=O)Nc3nccs3)n(C)c(=O)c2S1 (stereo unspecified)	3%	x	-1%	1%	-7%	-5%	u	-9%
Fc1cc(Br)ccc1Nc1nc2ccccc2n2nnnc12	-11%	18%	5%	u	-28%	-14%	13%	-7%
COc1cc(OC)cc(C(=O)NCCSC2CCCCC2)c1	2%	7%	-5%	3%	-2%[9.22 µM]	-8%	u	-37%
CN1CCN(CCC(=O)Nc2ccc(OCc3ccccc3)cc2)CC1	-7%	7%	9%	3%	-11%	-7%	15%	-36%
COc1ccc(Cn2nnc3c(=O)[nH]c(C4CCCN(C(=O)c5ccccc5Cl)C4)nc32)cc1OC (stereo unspecified)	-9%	0%	-4%	x	x	-5%	x	x
CCN(CC)c1ccc(C2C(C(=O)OCCOC)=C(C)NC3=C2C(=O)CC(C)(C)C3)cc1 (stereo unspecified)	-11%	21%	4%	u	19%	-18%	u	16%
CN(C)S(=O)(=O)c1cccc(C(=O)Nc2ccc(Cl)cn2)c1	-9%	6%	5%	-1%	-22%	4%	0%	-8%[10 µM]
CCN1C/C(=C\c2cccc([N+](=O)[O-])c2)C(=O)/C(=C/c2cccc([N+](=O)[O-])c2)C1	u	-117%[inhibitor]	u	-5%	u	-17%	u	-18%[10 µM]
CCC(=O)NC1CCN(C(=S)NC)CC1	-12%	x	-6%	8%	-17%[9.22 µM]	-10%	16%	2%[10 µM]
COC(=O)Cc1csc(N)n1	5%&-1%	5%&-10%	0%&4%	-6%&8%	-4%&-9%	3%&0%	11%&7%	-12%&-3%[10 µM]
CC(C)=CCC/C(C)=C/CCC(C)NCCN1CCNCC1 (stereo unspecified)	-18%	-9%	4%	-2%	-3%	6%	u	-12%
CN(C)C(=O)C[n+]1cccc(/C=N/O)c1	-2%	-9%	-3%	0%	-18%	-1%	0%	-7%[10 µM]
COC(=O)/C(=C\Nc1ccccc1)NC(=O)c1ccc(Cl)cc1Cl	-14%	-5%	u	0%	1%	-20%	-3%	2%
CCN(CC)CCNC(=O)C(=O)NCC1OCCN1C(=O)c1ccc2c(c1)OCO2 (stereo unspecified)	6%	2%	12%	7%	3%	12%	0%	42%[10 µM]
CCc1ccccc1N(C)C(=O)c1nn(-c2ccc(OC)cc2)c(=O)c2c1c1ccccc1n2C	-15%	10%	-9%	x	x	-27%	x	x
Cn1cccc1C(=O)C(=O)Nc1ccc(F)c(F)c1	u	11µM*	-11%	7%	-2%	-11%	-3%	-36%
CCC1(C)Cc2ccccc2-c2nc(NCCO)n(-c3ccc(C)cc3)c(=O)c21 (stereo unspecified)	-10%	-34%[inhibitor]	-3%	u	30%	-16%	u	12%
COc1cccc(/C=C/c2nc(C#N)c(NCCN(C)C)o2)c1	u	-9%	12%	x	x	-25%	x	x
CCCCC[C@H](O)/C=C/[C@@H]1[C@@H](CCCCCCC(=O)O)[C@@H](O)C[C@H]1O	-10%&-10%&-3%	1%&2%&20%	8%&3%&1%	3%&1%	-16%	-9%&-9%&3%	20%&-4%&23%	-20%&9%
COc1ccc(/C=N/NC(=O)Cc2n[nH]c(=O)[nH]c2=O)cc1	x	x	-8%	-6%	5%[9.22 µM]	0%	x	20%[10 µM]
CCN(CC)C(=O)Oc1c(Cl)cc(Cl)c2cccnc12	-3%	-5%	-12%	u	7%[9.22 µM]	0%	-2%	5%[10 µM]
O=C(Nc1ccc2c(c1)Cc1ccccc1-2)c1ccncc1	6%	-10%	-5%	u	12%	-2%	5%	21%[10 µM]
CC(=O)c1c(C(=O)O)c2ccccc2[nH]c1=O	-6%	x	-3%	u	-32%[9.22 µM]	-11%	x	25%[10 µM]
O=C1CC(c2ccccc2)Cc2nc(NCc3ccco3)ncc21 (stereo unspecified)	-2%	-12%	6%	-6%	5%	0%	8%	-13%
CCCN1C(=O)/C(=C/c2nc3ccccc3c(=O)[nH]2)c2cc(C)ccc21	14µM*	x	0%	10%	-6%[9.22 µM]	20µM*[quencher]	1%	-9%[10 µM]
N#Cc1ccc(-c2ccc(OCC(=O)NCCCN3CCCC3=O)cc2)cc1	-10%	-10%	0%	u	-10%	-16%	-9%	-22%
Cc1ccc(S(=O)(=O)N(C)CCCC(=O)Nc2cc(C)ccc2C)cc1	-4%	-64%[inhibitor]	6%	2%	-20%	-12%	0%	x
C/C(=N/NC(=O)c1ccn(C)n1)c1ccncc1	9%	x	2%	0%	8%[9.22 µM]	9%	3%	15%[10 µM]
O=C(O)C1CCNCC1	-11%	9%	-3%	0%	x	-10%	7%&11%	-19%[1.9 µM]
CN(C)CCCNc1c2c(c(C#N)c3nc4ccccc4n13)CCC2	u	-13%	-3%	u	9%	-21%	-12%	6%
O=C(NCc1cccnc1)c1ccc(CS(=O)(=O)c2ccc(Br)cc2)o1	-6%	-28%	5%	2%	-17%	-5%	-2%	-3%
O=C(Nc1csnn1)c1csnn1	-17%	x	9%	2%	-4%[9.22 µM]	-5%	u	6%[10 µM]
Fc1ccc(CNC(=S)Nc2ccc(Cl)cc2)cc1	8%	u	-11%	8%	-24%	-22%	2%	-8%
CCCCN(C)CC(O)Cn1cc(/C=C/C(=O)c2cccs2)c2ccccc21 (stereo unspecified)	5%	x	-2%	5%	-16%	7%	1%	-12%[10 µM]
Cc1ccc(-n2nc3c(=S)[nH]nc(C)c3c2C)cc1	-6%	29%	-1%	0%	-1%	-5%	-2%	14%[10 µM]
CN(C)S(=O)(=O)N(Cc1ccc(Br)cc1)c1ccccc1	-3%	-19%	0%	9%	u	-8%	6%	-9%[10 µM]
CC(c1ccco1)N(C(=O)COc1ccc(Cl)cc1Cl)c1ccccn1 (stereo unspecified)	-2%	14%	2%	-1%	u	13%	-1%	12%[10 µM]
O=C1CCCCCN1Sc1ccccc1	14µM*	x	u	-9%	-3%	-13%	-13%	19%
